Screens as filed in PubChem BioAssay.
12-LOX inh: Primary qHTS assay for inhibitors of human arachidonate 12S-lipoxygenase (ALOX12): Round 2 | Potency, µM (doses to about 108 µM), inactives show at the highest dose activity change, negative = inhibition, most hits filed as inhibitors | purified 12hLO, xylenol orange hydroperoxide absorbance | 580,000 tested, 1.1% active; active = well fitted inhibition curve with a large enough effect; inconclusive = small, poorly fitted or top-dose-only effect, or another doubt; inactive = no such curve, though single readings can be large or run the other way
Target sequence (P18054 whole entry, looked up): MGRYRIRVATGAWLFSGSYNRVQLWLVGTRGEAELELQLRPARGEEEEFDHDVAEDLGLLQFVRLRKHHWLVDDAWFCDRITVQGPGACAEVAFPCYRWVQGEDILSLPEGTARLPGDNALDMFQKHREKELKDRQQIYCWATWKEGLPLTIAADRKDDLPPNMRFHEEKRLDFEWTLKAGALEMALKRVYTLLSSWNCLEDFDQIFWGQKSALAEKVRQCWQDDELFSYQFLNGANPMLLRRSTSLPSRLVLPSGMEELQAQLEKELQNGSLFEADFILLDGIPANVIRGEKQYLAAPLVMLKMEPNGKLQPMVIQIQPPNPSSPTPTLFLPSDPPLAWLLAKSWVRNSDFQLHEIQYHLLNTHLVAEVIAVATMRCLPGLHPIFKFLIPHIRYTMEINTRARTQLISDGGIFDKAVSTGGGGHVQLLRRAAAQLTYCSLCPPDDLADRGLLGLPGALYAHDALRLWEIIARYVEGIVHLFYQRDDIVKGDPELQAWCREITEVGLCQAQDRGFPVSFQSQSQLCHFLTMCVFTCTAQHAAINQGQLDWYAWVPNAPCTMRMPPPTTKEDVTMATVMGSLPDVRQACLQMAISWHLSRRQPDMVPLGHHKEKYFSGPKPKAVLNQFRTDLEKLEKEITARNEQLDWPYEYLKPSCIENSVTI
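Purified human 12hLO at 150 nM in 25 mM Hepes, 0.01% Triton X-100, pH 7.0, preincubated 15 min at room temperature with compound. Reaction started with 40 uM arachidonic acid, 30 min at room temperature. Hydroperoxide measured by Fe-xylenol orange, 573/405 nm absorbance ratio.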
Starred values were filed as active, the others as inactive; u = inconclusive; [ ] = remark or other dose. % is scaled to controls: 0 for no effect and ±100 for the full control effect; potency is read from the fitted curve at half-maximal effect.

SMILES	12-LOX inh
O[C@H]1[C@H](NCc2ccc(OC(F)(F)F)cc2)[C@H]2CO[C@H](O2)[C@@H]1N1CCOCC1	34.8%[176 µM]
CN1C(=O)C(CC(=O)NC2CCC(O)CC2)(Cc2ccccc2)c2ccccc21 (stereo not given)	47.7%[activator]
Cc1ccc(NC2=N[C@H]3[C@@H](O)[C@H](O)C[C@H](C(=O)N4CCC(C(N)=O)CC4)[C@H]3S2)cc1	17.6%[176 µM]
CC(C)CN1C(=O)COC[C@@H]1[C@H](O)c1ccc(NC(=O)c2cccnc2)cc1	8.6%[176 µM]
C[C@@H]1C(=O)O[C@H]2[C@H]1CC[C@@]1(C)Cc3sc(NS(=O)(=O)c4ccc(F)cc4F)nc3[C@@H](C)[C@H]21	65.5%[activator]
OC[C@@H]1CN(Cc2ccncc2)C[C@H](n2cnc3c(N4CCN(c5ccccc5)CC4)ncnc32)O1	3.0%
CC(=O)NC1(C)CCCN(Cc2cc(Br)cs2)C1 (stereo not given)	-6.3%[176 µM]
Cc1noc(C)c1CCC(=O)NCc1cc2n(n1)CCN(C(=O)N(C)C)C2	58.2%
CS(=O)(=O)Cc1cccc(C(=O)Oc2ccc(Cl)c(Cl)c2)c1	u
CN1CCN(c2nc3c(c(=O)[nH]2)CCN(Cc2ccccc2Cl)CC3)CC1	28.1%
CCOC(=O)C1CCCN(C(=O)c2ccc(SC(F)(F)F)cc2)CC1 (stereo not given)	-23.2%
C=CCNC(=O)[C@@H]1C[C@@H](O)CN1C1CCN(C(=O)c2cccc(OC)c2)CC1	19.7%
Cc1ccc(OCCC2CCN(C(=O)CCn3nc(C)cc3C)C2)cc1 (stereo not given)	57.0%[activator]
CC(C)c1ccc2c(c1)-c1ccccc1S(=O)(=O)N2CC(=O)NCc1ccco1	u
O=C(Cn1c(=O)oc2ccccc21)NCC1Cn2cccc2C(=O)N1Cc1cccnc1 (stereo not given)	61.7%[activator]
Cn1ncc(N2CCCC(CC(=O)Nc3cccc(Cl)c3)C2)cc1=O (stereo not given)	23.3%
c1ccc(CCc2nc3nccc(-c4ccsc4)n3n2)cc1	26.0%
COc1ccc(-c2coc3c(C(=O)NCc4ccco4)cccc23)c(C)c1	u
Cn1cc(C(=O)NCCNC(=O)Cc2ccc(F)cc2)c2ccccc21	12.9%
O=C(CN1CC2CC(C1)[C@H]1CCCC(=O)N1C2)NCc1cccc(C(F)(F)F)c1 (stereo not given in full)	15.0%
O=C1NCCCCCCN(C(=O)c2cc3ccccc3[nH]2)[C@H]2CCC[C@@H]12	13.5%
Cc1cc(C)nc(NS(=O)(=O)c2ccc(Nc3nc(-c4ccc(C(C)C)cc4)cs3)cc2)n1	u
S=C(NCCc1c[nH]c2ccccc12)Nc1ccc(Br)cc1	31.6µM*
CCN(C(=O)COc1ncnc2ccc(Br)cc12)c1ccccc1	u
O=C(NCc1ccccc1)Nc1cccn2ncnc12	45.1%
COc1ccc2nc(CO[C@H]3CN(Cc4cnn(C)c4)C[C@H]3F)[nH]c2c1	5.8%[176 µM]
Nc1nc2c(s1)C(c1cccc(Cl)c1Cl)CC(=O)N2 (stereo not given)	20µM*
COc1ccc(CNC(=O)Nc2nnc(C3CC3)s2)cn1	138.4%[activator]
CCNc1c(NC(=O)Nc2ccc(Br)cc2F)c(=O)oc2ccccc12	u
Cc1ccc2c(C(=O)N3CCCCCC3)cc(NC(=O)C3CCC3)cc2n1	24.4%
O=S1(=O)N[C@@H](Cc2ccccc2)COc2cccc(N3CCN(Cc4ccccc4F)CC3)c21	u
OC[C@@H]1CN(Cc2ccco2)C[C@H](n2cnc3c(N4CCN(c5ccccc5)CC4)ncnc32)O1	-9.9%
CCn1nc(C(=O)Nc2cccc3ncccc23)c2ccccc2c1=O	-1.5%
COCCN(C)C[C@@H]1CN(C(=O)Cc2ccc3c(c2)OCO3)C[C@@H]1CO	21.6%
Cc1ccc(NC(=O)C(C)Sc2nc(C)c(C)n2CC(C)C)cc1 (stereo not given)	2.0%
CCOC(=O)[C@]12Cc3c(cc(OC)c(OC)c3OC)[C@H]1N(Cc1ccccc1)C(=O)c1cc(F)c(F)cc12	0.0%
CCN(CC)CCNC(=O)C(=O)Nc1ccc2cc[nH]c2c1	-26.3%
CCOC1=C2[C@H]([C@H]3C(=O)N(c4ccccc4)C(=O)[C@H]3C1)[C@@H](C(C)C)N(S(=O)(=O)c1ccc(C)cc1)[C@H]2c1ccccc1	u
CCCc1nc(C(=O)N2CCC3(CCCNC3)C2)cs1 (stereo not given)	u
COc1cc(/C=C/c2nc3ccccc3o2)ccc1OC(C)C	8.6%

Of the compounds above, four contain bromine.
SMILES	12-LOX inh
CC(=O)NC1(C)CCCN(Cc2cc(Br)cs2)C1 (stereo not given)	-6.3%[176 µM]
S=C(NCCc1c[nH]c2ccccc12)Nc1ccc(Br)cc1	31.6µM*
CCN(C(=O)COc1ncnc2ccc(Br)cc12)c1ccccc1	u
CCNc1c(NC(=O)Nc2ccc(Br)cc2F)c(=O)oc2ccccc12	u

Going on with the list:
SMILES	12-LOX inh
COc1ccc(CC2C(=O)N(C)c3ccc(Br)cc32)cc1 (stereo not given)	u
Cc1ccc(NC(=O)N2CCC(Oc3ncccc3C(=O)N3CCOCC3)C2)cc1F (stereo not given)	10.2%
Cc1csc(/C(C#N)=C\c2ccccc2OC(F)F)n1	-0.9%
CNC(=O)[C@@H]1CN(C(=O)Cc2c(F)cccc2Cl)C[C@H]1COC	38.0%[activator]
COc1cccc(S(=O)(=O)N2C[C@@H](F)C[C@H]2C(=O)N2CCCCC2)c1	27.5%
Cc1cc(C(=O)N2CCCC(c3nc(C4CCOCC4)no3)C2)nn1C (stereo not given)	-9.6%
O=C(c1ccc(F)cc1F)N1CCC2(CC1)N=C(c1ccc(Br)cc1)NO2	28.1%
CC(=O)NCCNC(=O)c1ccc2ccccc2n1	7.6%
COc1cc(-c2cc(C(=O)O)c3cc(C)ccc3n2)ccc1O	33.8%[activator]
COc1ccc(C(=O)N2CC3(Cc4ccccc4N(C(C)=O)C3)C2)cc1	41.3%
O=C(NC[C@H]1OC[C@@H](NC2CCCCC2)[C@@H]1O)c1ccccc1	-4.6%[176 µM]
COc1ccc(Cl)c(-c2cc(C(=O)NC(C)C)[nH]n2)c1	4.3%
Fc1ccc(Nc2cc3c(cn2)CN(Cc2ccccc2)CCN3)cc1	u
O=C(CSc1nc2cc(Cl)ccc2s1)NC1CCCC1	19.9%
COc1cc(C(C)=O)ccc1OCc1ccc(C#N)cc1	-3.2%
C=CCn1c(N2CCN(c3cccc(Cl)c3)CC2)nc2c1c(=O)[nH]c(=O)n2C	u
Cc1ccc(C(=O)N/N=C/C(C)c2ccccc2)c(C)c1 (stereo not given)	5.9%
Cc1ccsc1C(=O)N1CCN(c2cc(-c3ccccc3)[nH]n2)CC1	5.1%
CCOC(=O)c1cnc2c(C)cc(C)cc2c1Nc1ccc(O)cc1	2.7%
COc1cccc(CN2CCc3nc(C(=O)N4CCOCC4)oc3CC2)c1	-7.0%[176 µM]
O=C(O)CCn1ncc2cc(OCC3CCN(C(=O)COc4ccccc4)CC3)ccc21	2.8%[176 µM]
O=C(CCC[C@@H]1[C@H]2CCCN3CCC[C@@H](CN1S(=O)(=O)c1cccc(F)c1)[C@@H]23)N1CCOCC1	u
CC(C)CCN1C(=O)CC[C@H]2CN(C(=O)Cc3c[nH]c(=O)[nH]c3=O)CC[C@H]21	0.5%
COc1ccc(-c2ccc3c(n2)CN(Cc2ccccc2)C(=O)CO3)cc1F	13.2%[176 µM]
O=C(c1ccncc1)N(c1ccc(N2CCOCC2)cc1)C(c1ccccc1)c1nc2ccccc2[nH]1 (stereo not given)	11.2µM*
CC[C@H]1CN(S(=O)(=O)c2ccc(OC)cc2)CC[C@H]1CC(=O)N(C)CC#N	9.5%[176 µM]
O=C(CCc1nc2ccccc2s1)NCc1cccc(C(F)(F)F)c1	u
C[C@@H]1C(=O)O[C@H]2[C@H]1CC[C@@]1(C)Cc3sc(NC(=O)c4c(F)cccc4F)nc3[C@@H](C)[C@H]21	4.9%
COC(=O)/C(=C/c1cccc(OC)c1)c1ccccc1	-12.3%
CCC(C)NC(=O)N1CC(n2cc(C(=O)NCC3CC3)nn2)C1 (stereo not given)	10.6%
CN(C)CCC(=O)N1Cc2ccccc2CC2(CCCCN2C)C1 (stereo not given)	3.6%[6.33 µM]
CCOc1ccc(CN(C)C(=O)Cn2c(=O)c3c(ncn3CC)n(Cc3ccccc3)c2=O)cc1	21.4%
COc1ccccc1CNC(=O)C[C@@H]1[C@H](O)CCC2[C@](C)(CO)[C@H](OC(=O)NC3CCCCC3)CC[C@]21C (stereo not given in full)	98.6%[activator]
CCONC(=O)Cc1ccccc1C	u
O=C(Cn1ccccc1=O)N1CCC(N2CCSCC2)CC1	-2.4%
CN(C(=O)Cc1ccc(F)cc1)C1CCc2ccccc21 (stereo not given)	47.4%[176 µM]
CCc1nc(-c2c3n(c(=O)n(Cc4ccc(OC(F)(F)F)cc4)c2=O)CCCC3)no1	47.2%[activator]
O=C1CC(SC(=S)C2CCCC2=O)C(=O)N1 (stereo not given)	22.4µM*
CCN(CC)C(=O)CN(C)c1ncnc2sc3c(c12)CCC(C)C3 (stereo not given)	4.9%
O=C(COC(=O)c1ccc([N+](=O)[O-])o1)Nc1ccc2c(c1)OC(F)(F)O2	-19.7%

An excerpt of these results, field by field.
O=C(c1ccncc1)N(c1ccc(N2CCOCC2)cc1)C(c1ccccc1)c1nc2ccccc2[nH]1 (stereo not given)
  12-LOX inh: 11.2µM*

CC[C@H]1CN(S(=O)(=O)c2ccc(OC)cc2)CC[C@H]1CC(=O)N(C)CC#N
  12-LOX inh: 9.5%[176 µM]

O=C(CCc1nc2ccccc2s1)NCc1cccc(C(F)(F)F)c1
  12-LOX inh: u

C[C@@H]1C(=O)O[C@H]2[C@H]1CC[C@@]1(C)Cc3sc(NC(=O)c4c(F)cccc4F)nc3[C@@H](C)[C@H]21
  12-LOX inh: 4.9%

Additional results:
SMILES	12-LOX inh
O=C(CCSc1ccc(Cl)cc1)Oc1ccc2ccc(=O)oc2c1	-33.1%
Cc1ccc(NC(=O)N2CC(C(=O)N(C)C)C3(CCOCC3)C2)c(C)c1 (stereo not given)	35.3%[activator]
CCOC(=O)c1ccccc1NC(=O)CN1CCCN(Cc2ccccc2)S1(=O)=O	-14.7%
Cc1cc(C)cc(C(=O)NC2CCN(c3cc(-c4cccs4)[nH]n3)C2)c1 (stereo not given)	-0.9%
CCNC(=O)C[C@@H]1CC[C@@H]2NC[C@@H](O)COC[C@H]2O1	-1.3%
CCOc1ccccc1CN1CCC2(CCN(Cc3ccc(F)cc3)CC2)Oc2ccccc21	31.6µM*
COc1ccc(-c2cnc([C@@H]3COCCN3Cc3ccccc3)[nH]2)cc1	5.7%[176 µM]
C[C@@H](NC(=O)C1=C[C@@H](NC(=O)Nc2cccc(F)c2)[C@@H](O)[C@H](O)C1)C(N)=O	69.0%[activator][176 µM]
Cc1ccc(C)c(NC(=O)Cn2c(=O)n(-c3ccc(F)cc3)c(=O)c3c2cc(C)n3C)c1	-19.6%
O=C(c1ccc(C2CCCNC2)cc1)N1CCC(Oc2cccc(F)c2)CC1 (stereo not given)	2.8%
Cc1ccc(CNC(=O)c2cc(-c3ccncc3)nc3ccccc23)cc1	u
COc1ccc(C(C)NC(=O)c2nnn3cc(C)[nH]c(=O)c23)cc1 (stereo not given)	20.7%
CCCn1c(CSc2nnc(C3CC3)n2-c2ccccc2)nc2cc(S(=O)(=O)N(C)C)ccc21	0.4%
CCNC(=O)N1CC(Oc2ccc(-c3nc(C)no3)cc2)C1	-0.7%
Cc1ccccc1C(=O)NC1CCCCC1C (stereo not given)	44.4%[activator]
CC(=O)c1cccc(NC(=O)C2Cc3c(-c4cccc(C(C)=O)c4)ccnc3O2)c1 (stereo not given)	-18.7%
COc1ccccc1N1CCN([C@@H]2[C@H](O)[C@H](CO)O[C@@H]2CN(C)C)CC1	-20.3%
CCCCN(C)S(=O)(=O)c1ccc(C(=O)Nc2ccc(Cl)c3ncsc23)cc1	-16.5%
COCCNC(=O)c1cccc2c(-c3cccc(C(N)=O)c3)coc12	-9.9%
COc1cc(CN(C(=O)c2cc(NC(C)=O)cc(NC(C)=O)c2)C2CC2)ccc1OC(F)F	2.1%
CCn1cc(-c2ccccc2)cc1C(=O)NCc1ccncc1	34.4%[activator]
COC(=O)C[C@@H]1CC[C@@H](NC(=O)Nc2cc(F)ccc2F)[C@@H](CO)O1	0.7%
CC1(CNc2ccccc2)COc2ccc(C(=O)NCc3ccc(F)cc3)cc2N1 (stereo not given)	55.9%[activator][176 µM]
COC(=O)c1sccc1NC(=O)CC1(C(=O)O)CCCCC1	-4.3%
CCc1ccc(/C=C2\SC(=S)N(CCCC(=O)N(CCO)c3ccccc3)C2=O)cc1	-19.6%
Cn1ccnc1-c1cn(Cc2scnc2-c2ccccc2)nn1	7.9%
Cc1cccc(CNC(=O)CCc2conc2-c2ccccc2)c1	20.7%
CCOc1ccccc1C(=O)Nc1cc(C)ccn1	-7.0%
CSc1cccc(NC(=O)Cn2c(-c3cnccn3)nc(C)c(CCO)c2=O)c1	13.8%
CCC1(N2CCN(C(=O)c3sccc3C)CC2)CCN(S(C)(=O)=O)C1 (stereo not given)	11.8%
Cn1nc(-c2nncn2CC2CC2)c2c1CCN(C(=O)c1ccncc1)C2	37.4%[activator]
COc1cccc(-c2cc3c(=O)n(CCNC(=O)Cc4ccc(F)cc4)ccn3n2)c1	29.2%
O=C(C1CC=CCC1)N1CCC(Oc2ccccc2F)(C(=O)O)CC1 (stereo not given)	6.0%
CCOc1ccc(C2C(C(=O)c3ccc(C)o3)=C(O)C(=O)N2Cc2cccnc2)cc1OC (stereo not given)	-24.1%
CCc1cc(=O)n(CC(=O)Nc2cc(OC)cc(OC)c2)c(N2CCOCC2)n1	-5.7%

Only part of the results is shown; rates above refer to the full screens.
